Vif-APOBEC3F blk = inhibitors of Vif-A3F interaction | HeLa A3F-eYFP + Vif (tagged APOBEC3F with the HIV-1 protein that degrades it), YFP fluorescence increase | Potency, µM (titrated, usually from 46.1 µM), for the others: top-dose activity, negative = active | 390,000 tested, 0.2% active | AID 602313; note: potency is the fitted concentration of half-maximal effect; % of control where 0% means no effect; nearly all actives have a fitted effect of over 65% in size
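HeLa cells stably expressing Vif plus C-terminally eYFP-tagged A3F were seeded, incubated overnight at 37 deg C, dosed with compound, incubated overnight again at 37 deg C. Yellow fluorescence (Ex 488/Em 500-530) reported blocked Vif-mediated A3F-eYFP degradation.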
D2 PAM = positively modulates the human D2 dopamine receptor allosterically; P14416; HEK293 T-REx D2, calcium flux, EC20 dopamine potentiation; potentiation, % at 10 µM; 340,000 tested, 0.34% active;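 active = potentiation over 3 SD above the plate norm, cut at about 30% in these data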; note: 0% is about no effect
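Potentiation of an EC20 dopamine calcium response measured kinetically over 180 s, after a preceding 180 s compound-only read flagging agonists. Cells: inducible Hek293 Trex D2 line, 4000/well, cultured overnight at 30 C before dye loading.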
D1 antag = human D1 dopamine receptor antagonism | HEK293 TREx D1 cells, calcium flux, dopamine EC80; hits give low values | activity change, negative = inhibition, % at 10 µM | 360,000 tested, 3.2% active | AID 504652; in the data active = activity change below about -30%; note: % is set by controls: 0 for no effect and ±100 for the full control effect
Target sequence (P21728 whole entry, looked up): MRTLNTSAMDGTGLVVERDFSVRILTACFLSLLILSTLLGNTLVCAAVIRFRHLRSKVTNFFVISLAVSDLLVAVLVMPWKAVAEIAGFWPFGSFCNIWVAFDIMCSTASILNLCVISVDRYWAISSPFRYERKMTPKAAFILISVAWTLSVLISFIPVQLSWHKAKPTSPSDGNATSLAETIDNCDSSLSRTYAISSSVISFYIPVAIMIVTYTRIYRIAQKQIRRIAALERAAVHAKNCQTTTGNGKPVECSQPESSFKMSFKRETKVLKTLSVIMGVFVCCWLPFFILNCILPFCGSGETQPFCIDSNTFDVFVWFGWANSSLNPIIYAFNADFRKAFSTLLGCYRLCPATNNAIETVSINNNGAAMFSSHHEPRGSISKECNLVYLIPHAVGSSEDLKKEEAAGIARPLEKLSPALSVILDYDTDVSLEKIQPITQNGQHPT
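Tetracycline-induced HEK293 Trex D1 cells, force-coupled to calcium, dye-loaded; compounds added and read 180 s, then EC80 dopamine added and calcium flux tracked kinetically another 180 s.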
LDHA inh = inhibitors of human lactate dehydrogenase A. purified LDHA, NADH/diaphorase-resazurin fluorescence; hits give low values. P00338. AID 1347041. activity change, % (values are at about 110 or 230 µM). 480,000 tested, 0.15% active; in the data active = activity change below about -30%; inconclusive = mostly about -25% to -30%;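 note: plate controls were DMSO wells for no effect and wells without enzyme for full effect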
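LDH5 2 nM; NADH 0.06 mM, pyruvate 0.2 mM; 200 mM Tris pH 7.4, EDTA, Tween-20; 5 min RT. Detection: diaphorase 0.133 mg/mL + resazurin 37 µM, fluorescence ex540/em590 at 0 and 20 min; normalized to enzyme-free and DMSO wells.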
RXFP1 ag = agonists of human relaxin receptor RXFP1. HEK293T-RXFP1 cAMP TR-FRET, 30 min; response scale: percent of porcine relaxin response, buffer zero. Potency, µM (highest dose often 57.5 µM), without a hit: top-dose activation, most hits filed as activators. 370,000 tested, 0.3% active; note: potency is the fitted concentration of half-maximal effect; % is set by controls: 0 for no effect and ±100 for the full control effect; nearly all actives have a fitted effect of over 60% in size; many of its hits are not listed in these tables
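Agonist response is measured as cAMP accumulation in an RXFP1-transfected HEK293T line under PDE4 inhibition. Values are scaled between buffer-only and 29 nM porcine relaxin, and EC50s come from standard Hill equation fits.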
D1 ag = human D1 receptor agonism; HEK293 T-REx D1 cells, calcium flux, agonist mode; P21728; activation, % at 2 µM; 360,000 tested, 1% active; in the data active = activation above about 30%; note: 0% is about no effect
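Agonism was scored from calcium flux recorded over 180 s (1 read/s) after pintool compound addition, following a 10-cycle baseline. Cells were inducible force-coupled HEK293 TREx D1, plated overnight at 30 C and loaded with no-wash calcium dye.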
Vif-A3G inh = Vif-A3G binding inhibition | Q9HC16 | HeLa A3G-eYFP + Vif (tagged APOBEC3G with the HIV-1 protein that degrades it), YFP fluorescence, overnight | Potency, µM (top dose mostly 46.1 µM), for the others: at the top dose activity, negative = active, hits mostly inhibitors | 410,000 tested, 0.076% active;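 note: potency is the fitted concentration of half-maximal effect; % is set by controls: 0 for no effect and ±100 for the full control effect; nearly all actives have a fitted effect of over 60% in size; hits raise eYFP signal because A3G escapes Vif-driven loss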
Target sequence (Q9HC16 whole entry, looked up): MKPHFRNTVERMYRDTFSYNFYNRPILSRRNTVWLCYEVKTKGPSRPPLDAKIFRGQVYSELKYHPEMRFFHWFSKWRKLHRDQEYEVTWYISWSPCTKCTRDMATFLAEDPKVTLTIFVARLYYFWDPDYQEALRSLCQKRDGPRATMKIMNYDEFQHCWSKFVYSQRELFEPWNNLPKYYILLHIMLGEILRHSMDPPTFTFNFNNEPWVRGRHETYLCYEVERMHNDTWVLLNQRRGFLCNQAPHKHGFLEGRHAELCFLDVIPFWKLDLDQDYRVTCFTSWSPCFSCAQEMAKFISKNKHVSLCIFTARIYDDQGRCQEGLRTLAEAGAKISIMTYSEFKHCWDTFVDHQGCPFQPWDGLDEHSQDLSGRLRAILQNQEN
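Read-out is eYFP fluorescence (Ex 488/Em 500-530) from Vif-expressing HeLa A3G-eYFP cells; more signal means A3G escaped Vif-mediated degradation. Cells plated overnight, compound pinned in, incubated overnight at 37 deg C.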
D1 potentiator = enhances dopamine response at the human D1 receptor; P21728; HEK293 TREx D1 cells, calcium flux, dopamine EC20 potentiation; potentiation, % at 10 µM; 360,000 tested, 0.036% active; in the data active = potentiation above about 30%; note: 0% is about no effect
GRP78 ERSR act = induces the endoplasmic reticulum stress response in human glioma cells; U87-MG GRP78 promoter luciferase reporter, 16 h; Potency, µM, for inactives: at the highest dose activation, most hits filed as activators; 420,000 tested, 0.02% active; note: potency is the fitted concentration of half-maximal effect; series mostly up to about 76 µM; % of control where 0% means no effect; nearly all actives have a fitted effect of over 35% in size
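Stably transfected U87-MG glioma cells carrying a GRP78-based luciferase sensor; 16 h compound incubation. Luminescence end-point read 10 min after Bright-Glo addition at room temperature.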
Starred values were filed as active, the others as inactive. Unless noted, calls come from the whole dose curve; as a rule, active = well fitted curve in the direction sought with a large enough effect; inconclusive = small, poorly fitted or top-dose-only effect, or another doubt; inactive = no such curve, though single readings can be large; an effect the other way counts as inactive or inconclusive.

For COc1cc(C(=O)NCCc2cn3ccc(C)cc3n2)cc(OC)c1OC the results were Vif-APOBEC3F blk -15%, D2 PAM -12, D1 antag -7, LDHA inh 1, RXFP1 ag 2.8%, D1 ag 1, Vif-A3G inh -13%, D1 potentiator -11 and GRP78 ERSR act -2%.
Screening Cc1cc(NC(=O)CSc2nnc(CNC(=O)c3c(F)cccc3F)o2)no1 returned Vif-APOBEC3F blk -1%, D2 PAM 3, D1 antag -15, LDHA inh 1, RXFP1 ag 3.8%, D1 ag 1, Vif-A3G inh -9%, D1 potentiator -7 and GRP78 ERSR act -1%.
`COc1ccc(C2C=C(c3ccccc3)Nc3nnnn32)cc1` (stereo not drawn) gave Vif-APOBEC3F blk -11%, D2 PAM 4, D1 antag -23, LDHA inh -1, RXFP1 ag 1.9%, D1 ag 5, Vif-A3G inh -8%, D1 potentiator -3 and GRP78 ERSR act 0%.
For CC(Cc1ccco1)NC(=O)c1ccc(C(F)(F)F)cc1 (stereo not drawn) the results were Vif-APOBEC3F blk 0%, D2 PAM -12, D1 antag 3, LDHA inh 1, RXFP1 ag 1.7%, D1 ag -4, Vif-A3G inh -1%, D1 potentiator 2 and GRP78 ERSR act -7%.
Cc1ccc(N(CC(=O)NCc2ccccn2)S(=O)(=O)c2ccccc2)cc1Cl was read as Vif-APOBEC3F blk 4%, D2 PAM 2, D1 antag -6, LDHA inh -8, RXFP1 ag 0.0%, D1 ag 3, Vif-A3G inh 0%, D1 potentiator -8 and GRP78 ERSR act -5%.
For CCCC1=[N+](CC(=O)c2ccccc2)CCn2cccc21 the results were Vif-APOBEC3F blk 1%, D1 antag 9, LDHA inh 3, RXFP1 ag -0.1%, D1 ag 4, Vif-A3G inh -6%, D1 potentiator -5 and GRP78 ERSR act -4%.
`Cc1ccc(C)c(N2CCN(C(=O)C(Cc3ccccc3)n3cccc3)CC2)c1` (stereo not drawn) gave Vif-APOBEC3F blk -6%, D2 PAM 27, D1 antag -53*, LDHA inh 1, RXFP1 ag 0.6%, D1 ag 6, Vif-A3G inh -7% and GRP78 ERSR act -5%.
Screening O=C(CSc1nn(-c2ccc(Cl)cc2)c(=S)s1)N1CCN(C(=O)c2ccco2)CC1 returned Vif-APOBEC3F blk -2%, D2 PAM 13, D1 antag 15, LDHA inh -3, RXFP1 ag 10%, D1 ag -1, Vif-A3G inh 1%, D1 potentiator 2 and GRP78 ERSR act -1%.
For COc1ccc(CC(=O)N2CC(C)CC(C)C2)cc1OC (stereo not drawn) the results were Vif-APOBEC3F blk 3%, D2 PAM 22, D1 antag -18, LDHA inh -4, RXFP1 ag 1.8%, D1 ag 4, Vif-A3G inh -1%, D1 potentiator -1 and GRP78 ERSR act -3%.
For Cc1ccccc1NC(=O)CS(=O)(=O)c1cccc2nsnc12 the results were Vif-APOBEC3F blk -1%, D2 PAM 0, D1 antag 4, LDHA inh -15, RXFP1 ag -1.1%, D1 ag 0, Vif-A3G inh -1%, D1 potentiator -1 and GRP78 ERSR act -2%.
For Cc1ccc(S(=O)(=O)N2C[C@H]3[C@H]4C(=O)N(c5ccccc5)C(=O)[C@H]4C[C@H](OC(=O)NC4CCCC4)[C@@]3(O)C2)cc1 the results were Vif-APOBEC3F blk -8%, LDHA inh -1, Vif-A3G inh -4% and GRP78 ERSR act 0%.
For CC1=CC=CC2=NC(=O)CC(C)(C(=O)N(CC(=O)NC3CCCC3)c3ccc(F)cc3)N12 (stereo not drawn) the results were Vif-APOBEC3F blk 1%, D2 PAM 11, D1 antag -34*, LDHA inh -11, RXFP1 ag 2.8%, D1 ag 1, Vif-A3G inh 0%, D1 potentiator -8 and GRP78 ERSR act 4%.
CCOc1ccc(NS(=O)(=O)c2cc3c4c(c2)CCN4C(=O)CC3)cc1 was read as Vif-APOBEC3F blk -8%, D2 PAM 2, D1 antag -4, LDHA inh -3, RXFP1 ag 1.7%, D1 ag 7, Vif-A3G inh -1%, D1 potentiator -1 and GRP78 ERSR act -5%.
`NC(=S)N/N=C/c1ccccc1OC(=O)/C=C/c1ccccc1` gave Vif-APOBEC3F blk 11µM*, D2 PAM 8, D1 antag -9, LDHA inh -5, RXFP1 ag 3.6%, D1 ag 1, Vif-A3G inh 0%, D1 potentiator -2 and GRP78 ERSR act 2%.
Screening COc1ccccc1N1CCN(C(=O)NC23CC4CC(CC(C4)C2)C3)CC1 returned Vif-APOBEC3F blk -4%, D2 PAM -6, D1 antag -5, LDHA inh 1, RXFP1 ag 3.2%, D1 ag 0, Vif-A3G inh 1%, D1 potentiator 3 and GRP78 ERSR act -3%.
COC(=O)CC1Oc2ccc(Cl)cc2-n2cc(-c3ccc(F)cc3)nc21 (stereo not drawn) was read as Vif-APOBEC3F blk -4%, D2 PAM -7, D1 antag 3, LDHA inh -2, RXFP1 ag -3.5%, D1 ag 2, Vif-A3G inh -5%, D1 potentiator -1 and GRP78 ERSR act 0%.
COc1ccc(S(=O)(=O)NC(N)=NCCc2ccccc2)cc1 was read as Vif-APOBEC3F blk -2%, D2 PAM 0, D1 antag -10, LDHA inh 1, RXFP1 ag 1.4%, D1 ag 1, Vif-A3G inh 1%, D1 potentiator -4 and GRP78 ERSR act -3%.
Screening Cc1ccsc1/C=N/NC(=O)c1ccccn1 returned Vif-APOBEC3F blk -15%, D2 PAM 8, D1 antag -18, LDHA inh 4, RXFP1 ag -0.8%, D1 ag 1, Vif-A3G inh -20%, D1 potentiator 0 and GRP78 ERSR act -8%.
Screening O=C(O)CCSc1nnc(-c2ccccc2)n1-c1ccccc1 returned Vif-APOBEC3F blk 2%, D2 PAM 9, D1 antag -8, LDHA inh -10, RXFP1 ag 1.5%, D1 ag 2, Vif-A3G inh 0%, D1 potentiator 2 and GRP78 ERSR act -4%.
Cc1cc(C(=O)Nc2c(C)nc3ccccn3c2=O)ccc1[N+](=O)[O-] was read as Vif-APOBEC3F blk -6%, D2 PAM 10, D1 antag 15, LDHA inh -5, RXFP1 ag inconclusive, D1 ag 1, Vif-A3G inh -5%, D1 potentiator 0 and GRP78 ERSR act -1%.

2 records drawn at random from those above:
`Cc1ccc(C)c(N2CCN(C(=O)C(Cc3ccccc3)n3cccc3)CC2)c1` (stereo not drawn) gave Vif-APOBEC3F blk -6%, D2 PAM 27, D1 antag -53*, LDHA inh 1, RXFP1 ag 0.6%, D1 ag 6, Vif-A3G inh -7% and GRP78 ERSR act -5%.
Screening O=C(CSc1nn(-c2ccc(Cl)cc2)c(=S)s1)N1CCN(C(=O)c2ccco2)CC1 returned Vif-APOBEC3F blk -2%, D2 PAM 13, D1 antag 15, LDHA inh -3, RXFP1 ag 10%, D1 ag -1, Vif-A3G inh 1%, D1 potentiator 2 and GRP78 ERSR act -1%.

More compounds follow:
COCCn1nnnc1SCC(=O)Nc1ccc2c(c1)OCO2 was read as Vif-APOBEC3F blk 4%, D2 PAM 6, D1 antag 6, LDHA inh 1, RXFP1 ag -0.1%, D1 ag 3, Vif-A3G inh 2%, D1 potentiator 7 and GRP78 ERSR act -2%.
`COC(=O)CN(c1ccccc1OC)S(=O)(=O)c1ccccc1` gave Vif-APOBEC3F blk -8%, D2 PAM -3, D1 antag -15, LDHA inh 0, RXFP1 ag 0.2%, D1 ag 0, Vif-A3G inh 0%, D1 potentiator -2 and GRP78 ERSR act -4%.
`Cc1ccc2c(Cl)c(C(=O)NC3CC3)sc2c1` gave Vif-APOBEC3F blk -3%, D2 PAM -5, D1 antag 6, LDHA inh -2, RXFP1 ag 0.8%, D1 ag 0, Vif-A3G inh -1%, D1 potentiator -3 and GRP78 ERSR act 6%.
`Cc1cc(C)c(C)c(OC(=O)c2sc(Cl)nc2C)c1` gave Vif-APOBEC3F blk -10%, D2 PAM 6, D1 antag 1, LDHA inh -5, RXFP1 ag 4.5%, D1 ag 1, Vif-A3G inh -11%, D1 potentiator 2 and GRP78 ERSR act -1%.
For CCOc1ccc(Br)cc1C1C(C(=O)OC)=C(C)NC2=C1C(=O)c1ccccc12 (stereo not drawn) the results were Vif-APOBEC3F blk -3%, D2 PAM -1, D1 antag -4, LDHA inh -11, RXFP1 ag -2.2%, D1 ag -2, Vif-A3G inh 2%, D1 potentiator -2 and GRP78 ERSR act -2%.
`Cc1cccc(NC(=O)c2ccccc2Br)n1` gave Vif-APOBEC3F blk 3%, D2 PAM 5, D1 antag -11, LDHA inh 0, RXFP1 ag 1.6%, D1 ag 0, Vif-A3G inh -1% and GRP78 ERSR act 3%.
`O=[N+]([O-])c1cc(/C=N/O)ccc1Oc1ccccc1Cl` gave Vif-APOBEC3F blk -15%, D2 PAM -2, D1 antag -11, LDHA inh -5, RXFP1 ag 3.5%, D1 ag 2, Vif-A3G inh 1%, D1 potentiator 2 and GRP78 ERSR act 4%.
CC1Cc2ccccc2N1C(=O)CSc1ncccc1C(=O)O (stereo not drawn) was read as Vif-APOBEC3F blk -9%, D2 PAM 12, D1 antag -4, LDHA inh -7, RXFP1 ag -0.7%, D1 ag 1, Vif-A3G inh 0%, D1 potentiator -1 and GRP78 ERSR act -2%.
For CCOC(=O)c1cccc(NC(=O)c2ccc(NC(=O)c3ccco3)cc2)c1 the results were Vif-APOBEC3F blk -2%, D2 PAM 8, D1 antag -2, LDHA inh -13, RXFP1 ag 11%, D1 ag 1, Vif-A3G inh -7%, D1 potentiator -8 and GRP78 ERSR act -8%.
`COc1cccc(C(=O)Nc2ccc(-c3nc4ccccc4s3)cc2Cl)c1` gave D2 PAM -9, D1 antag 8, LDHA inh -10, RXFP1 ag 1.5%, D1 ag 5 and D1 potentiator 4.
O=C(NCc1nnc(SCC(=O)N2CCCC2)o1)c1ccc(F)cc1 was read as Vif-APOBEC3F blk 2%, D2 PAM -5, D1 antag 7, LDHA inh -6, RXFP1 ag -0.2%, D1 ag 3, Vif-A3G inh 1%, D1 potentiator -3 and GRP78 ERSR act -5%.
For Cc1cc(S(=O)(=O)Nc2cc3c(cc2NCc2ccccc2)n(C)c(=O)n3C)ccc1F the results were Vif-APOBEC3F blk -8%, D2 PAM 5, D1 antag 6, LDHA inh 14, RXFP1 ag 1.7%, D1 ag 0, Vif-A3G inh -10%, D1 potentiator -1 and GRP78 ERSR act 3%.

High-throughput results (PubChem)

Not all compounds are listed; rates above refer to the full screens.
